rCAG RNA binder = binders of r(CAG) RNA repeats, primary screen, biochemical, fluorescence. r(CAG) RNA repeat, TO-PRO-1 dye displacement fluorescence. inhibition, % at 3 µM. actives 1.3% (n = 370,000);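 active means inhibition above the plate cutoff, the mean of all test compounds on that plate plus 3 SD, cut at about 35% in these data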;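 further: 0% = DMSO alone and 100% = 100 µM mitoxantrone as full dye displacement; higher means more dye released from RNA so lower well fluorescence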
ARFGAP1 inhibitor = inhibitors of rat ARFGAP1 GAP activity, primary screen, biochemical, fluorescence polarization, GDP tracer; AID 651572, 2012; inhibition, % at 16.5 µM; ADP-ribosylation factor GTPase-activating protein 1 (Rattus norvegicus), Q62848; actives 0.26% (n = 360,000); Arfgap1-stimulated ARF1 GTP hydrolysis, GDP FP detection;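 active means inhibition above a per-plate limit, mean inhibition of low control wells plus 3 SD, cut at about 25% in these data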;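 further: 0% = DMSO wells with enzyme and 100% = wells lacking Arfgap1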
Target sequence (Q62848 1-136 limits assumed): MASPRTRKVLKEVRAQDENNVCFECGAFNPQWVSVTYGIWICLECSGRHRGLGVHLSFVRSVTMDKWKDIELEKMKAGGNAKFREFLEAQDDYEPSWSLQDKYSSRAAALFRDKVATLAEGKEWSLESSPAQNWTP
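Assay system: purified rat His6-Arfgap1 residues 1-136 (GAP domain); Reagent: human Δ17 ARF1 bound to GTP; Dosing: 16.5 µM single point, 1.26% DMSO; Times: GTP hydrolysis reaction 2 h at 25 °C; Signal: FP, GDP Alexa 633 tracer displaced from anti-GDP antibody, 620/688 nm; Measure: % inhibition from polarization.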
HGIII-sPLA2 inh = human group III sPLA2 inhibitors, primary screen, biochemical, QFRET, BODIPY PC-A2 liposome substrate | AID 743126, 2013 | actives 0.56% (n = 370,000) | Group 3 secretory phospholipase A2 (Homo sapiens), Q9NZ20 | QFRET BODIPY PC-A2 liposome hydrolysis, fluorescence | inhibition, % at 12.2 µM;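 active means inhibition above mean plus 3 SD of compounds lying within the high and low control bounds, cut at about 19% in these data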;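 further: 0% = median of test compound wells and 100% = no enzyme DMSO wells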
Target sequence (Q9NZ20 whole entry, looked up): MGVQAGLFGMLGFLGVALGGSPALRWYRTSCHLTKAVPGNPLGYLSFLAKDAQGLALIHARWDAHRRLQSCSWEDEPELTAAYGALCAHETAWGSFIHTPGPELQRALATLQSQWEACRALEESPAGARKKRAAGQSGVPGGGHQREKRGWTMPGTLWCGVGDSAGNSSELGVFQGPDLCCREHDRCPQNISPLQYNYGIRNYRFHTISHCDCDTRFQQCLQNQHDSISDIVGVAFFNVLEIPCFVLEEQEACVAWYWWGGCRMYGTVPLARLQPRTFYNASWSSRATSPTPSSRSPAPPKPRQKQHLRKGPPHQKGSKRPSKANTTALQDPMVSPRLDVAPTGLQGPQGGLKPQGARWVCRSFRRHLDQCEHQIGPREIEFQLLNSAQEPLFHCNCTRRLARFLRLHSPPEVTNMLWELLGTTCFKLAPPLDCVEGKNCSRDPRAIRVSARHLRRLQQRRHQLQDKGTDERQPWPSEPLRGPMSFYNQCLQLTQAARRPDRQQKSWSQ
DDE Tn6 FP inh = inhibitors of Tn6 peptide binding to fibrin DD(E), primary screen, biochemical, fluorescence polarization, human fibrin, Tn6 probe; actives 0.21% (n = 370,000); inhibition, % at 8.3 µM; Fibrinogen beta chain (Homo sapiens), P02675; AID 720509, 2013; Fibrin DD(E) TRITC-Tn6 fluorescence polarization displacement;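 active means inhibition above a per-campaign cutoff: mean of compounds within control limits plus 3 SD, cut at about 15% in these data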;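 further: 0% = median of all compound wells on the plate and 100% = blocking peptide control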
NPR2 activator = human GC-B receptor activators, primary screen, HEK293 GC-B cells, cGMP TR-FRET, EC30 CNP | Atrial natriuretic peptide receptor 2 (Homo sapiens), P20594 | 0% at EC30 CNP, 100% saturating CNP | activation, % at 10 µM | actives 0.11% (n = 370,000);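 active means activation at 10 µM reaching about 35% in either raw or pattern-adjusted values, limit read from the data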
ADAM10 inh = human ADAM10 inhibitors, primary screen, biochemical, QFRET, HTS; recombinant ADAM10, EDANS/DABCYL FRET peptide cleavage, 3 h; actives 0.62% (n = 370,000); AID 720582, 2013; inhibition, % at 7 µM; Disintegrin and metalloproteinase domain-containing protein 10 (Homo sapiens), O14672;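 active means inhibition above a per-campaign cutoff equal to the mean of compounds falling between control-based bounds plus 3 SD, cut at about 20% in these data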;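 further: 0% = DMSO wells while the 100% control is not disclosed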
FXN GAA850 act = FXN promoter activators, primary screen, cell-based, luciferase luminescence, HEK293 lucGAA850; actives 0.56% (n = 360,000); HEK293 lucGAA850 FXN promoter luciferase reporter, 24 h; percent of 10 µM SAHA response; activation, % at 6 µM; AID 540364, 2011;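 active means activation above the average of all compounds screened plus 3 SD, cutoff fixed separately per campaign, cut at about 7.5% in these data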;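 further: 0% = DMSO wells and 100% = 10 µM SAHA wells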
proKLK7 act = proKLK7 zymogen activators, primary screen, biochemical, fluorescence intensity; Kallikrein-7 (Homo sapiens), P49862; purified proKLK7, EDANS-DABCYL substrate fluorescence; 100% is mature enzyme control, 0% vehicle; activation, % at 7 µM; actives 0.9% (n = 370,000);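 active means activation above the mean of all tested compounds plus 3 SD, computed per campaign excluding outliers beyond control limits, cut at about 13% in these data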
GC-A act = GC-A stimulated cGMP production enhancers – HEK293 GC-A cells, cGMP TR-FRET, EC30 ANP, primary screen. 0% at EC30 ANP, 100% saturating ANP. AID 1671463, 2021. Atrial natriuretic peptide receptor 1 (Homo sapiens), P16066. activation, % at 10 µM. actives 0.14% (n = 370,000); in the data active means activation above about 40%
ASAP1 GAP inh = inhibitors of human ASAP1 ArfGAP activity, primary screen, biochemical, fluorescence polarization. actives 0.19% (n = 360,000). AID 624377, 2012. inhibition, % at 16.5 µM. Arf-GAP with SH3 domain, ANK repeat and PH domain-containing protein 1 (Homo sapiens), …. ASAP1-stimulated ARF1 GTP hydrolysis, GDP FP detection; in the data active means inhibition above about 25%;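 further: 0% = vehicle with enzyme and substrate and 100% = no enzyme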
Target sequence (Q9ULH1 325-724 limits assumed): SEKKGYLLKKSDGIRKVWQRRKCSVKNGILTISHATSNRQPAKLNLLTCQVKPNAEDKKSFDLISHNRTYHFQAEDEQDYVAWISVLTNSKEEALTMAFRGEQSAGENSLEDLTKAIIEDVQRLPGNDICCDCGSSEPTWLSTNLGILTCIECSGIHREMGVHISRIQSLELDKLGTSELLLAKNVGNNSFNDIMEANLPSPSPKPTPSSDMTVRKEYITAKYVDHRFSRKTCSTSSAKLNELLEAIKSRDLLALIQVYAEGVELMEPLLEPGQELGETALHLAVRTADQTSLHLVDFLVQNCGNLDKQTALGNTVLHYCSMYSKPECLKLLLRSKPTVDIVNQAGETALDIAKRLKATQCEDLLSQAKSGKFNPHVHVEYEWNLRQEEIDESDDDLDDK
* = called active by the depositor; nt = not tested or not shown. Compounds were not picked by outcome, and some 4.5% of all compounds hit somewhere here.

SMILES	rCAG RNA binder	ARFGAP1 inhibitor	HGIII-sPLA2 inh	DDE Tn6 FP inh	NPR2 activator	ADAM10 inh	FXN GAA850 act	proKLK7 act	GC-A act	ASAP1 GAP inh
CCn1c2ccccc2c2cc(NS(=O)(=O)c3ccccc3C)ccc21	14.0	4.4	-32.2	-1.9	nt	24.6*	-1.1	-0.6	nt	-10.4
Cc1ccc(C)c(-n2[nH]c3c4c(ccc3c2=O)C(=O)c2ccccc2C4=O)c1	4.7	8.0	5.5	-0.4	-4.1	-6.7	1.4	0.6	3.5	-10.7
CCOCCCn1c(=S)[nH]c2cc(C(=O)NCCN(CC)CC)ccc2c1=O	-2.1	8.3	12.6	4.2	6.4	-14.3	-1.4	-0.1	-0.5	4.7
Cc1ccc(S(=O)(=O)Cc2ccc(C(=O)N3CCN(c4ccccn4)CC3)o2)cc1	0.2	-6.9	11.7	1.3	-3.5	-9.4	-0.9	-0.2	0.8	14.5
O=C(OC(C(=O)NC1CCCC1)c1ccc(F)cc1)c1ccno1 (stereo not given)	1.3	-4.6	-1.6	1.6	-0.7	1.4	0.2	0.0	2.5	-5.2
O=C(NCC(=O)N(c1ccc2c(c1)OCO2)C(C(=O)NC1CCCC1)c1ccncc1)c1ccco1 (stereo not given)	-2.9	6.0	-1.3	5.1	3.8	2.2	1.6	0.0	-4.1	-14.1
O=C(Nc1ccc(Br)cc1)C1CC(O)CN1C(=O)OCc1ccccc1 (stereo not given)	1.3	-3.9	-6.6	8.6	5.0	3.9	-0.3	-0.3	-3.5	-2.0
CN(Cc1cnccn1)C(=O)C1CCC(=O)N(CCc2ccc(Cl)cc2)C1 (stereo not given)	-4.7	-6.6	1.1	0.8	-0.3	-3.2	0.6	-0.1	3.0	-0.7
COc1ccc(NC(=O)C2CCCN(S(=O)(=O)c3ccc4[nH]c(=O)ccc4c3)C2)cc1 (stereo not given)	2.8	12.9	16.8	-0.8	9.3	-8.3	0.4	0.1	7.7	-14.4
CCc1nc2c(OCc3ccc(F)c(F)c3)cccn2c1N(C)C(=O)c1ccc(C)cc1	2.8	-11.4	-6.5	-0.4	-3.1	19.4	0.0	0.1	-0.9	-7.2
Cc1ccc(S(=O)(=O)N2CCOCC2)cc1NC(=O)CN1CCN(C)CC1	0.8	-2.8	1.9	1.2	5.1	-4.7	-0.4	0.7	-2.3	9.0
CCOC(=O)C1=NNC(C(=O)c2ccc(Cl)cc2)C1c1ccccc1 (stereo not given)	0.5	-5.4	-53.5	3.7	-5.5	15.7	2.0	0.1	-10.0	-2.8
Cc1ccc(NC(=O)COC(=O)c2ccco2)cc1S(=O)(=O)N1CCCCC1	3.0	7.8	0.0	4.4	-4.2	-5.7	0.9	0.8	4.1	-4.2
COc1ccc(N2C(=O)c3ccccc3NC(=O)C2C(=O)Nc2ccc(N3CCOCC3)cc2)cc1 (stereo not given)	5.9	2.2	2.6	-4.6	2.5	-16.3	nt	0.2	4.6	-2.0
COc1cccc(C2C(C#N)=C(N)OC3=C2C(=O)CCC3)c1OC(=O)c1ccco1 (stereo not given)	-0.7	-5.8	-2.2	-7.3	-13.5	-7.0	2.8	0.5	-1.7	5.1
COc1ccc(Cn2cc(CN3[C@@H](c4ccccc4)COc4cc(Br)ccc4S3(=O)=O)nn2)cc1	3.2	9.3	2.1	-8.0	-5.1	5.0	nt	0.0	0.7	-0.8
CCOC(=O)C1(C)NC(c2cccs2)C2C(=O)N(c3ccc(OC)cc3)C(=O)C21 (stereo not given)	4.2	5.8	2.9	5.8	-2.2	-0.3	1.9	-1.0	-4.4	-9.2
CCCCNC(=O)c1ccc(NC(=O)C2CCCO2)cc1 (stereo not given)	-2.3	-3.3	5.1	-8.9	6.8	2.8	-0.1	0.3	2.3	-3.6
Cn1cccc1[C@]1(O)C(=O)Nc2ccc(F)cc21	10.0	nt	6.0	5.8	-0.6	-9.9	nt	-0.3	2.7	nt
CC(=O)N1CCN=C1SCc1ccc(Br)cc1	-2.8	-3.4	16.7	20.0*	-3.7	-1.4	0.6	-0.5	2.6	11.9
COc1ccc(OC)c(Nc2cc3ccccc3c(=O)[nH]2)c1	2.9	27.1*	6.0	-2.0	-14.7	-13.6	-3.7	-0.8	-7.8	29.9*
CCC1CCCCN1C(=O)c1cccc(S(=O)(=O)Nc2cc(C(F)(F)F)ccc2Cl)c1 (stereo not given)	36.5*	0.6	-39.6	3.1	3.2	13.2	1.1	-0.8	0.8	-9.8
COc1ccc(C2C(C(C)=O)=C(O)C(=O)N2c2ccccn2)cc1 (stereo not given)	-1.9	-7.9	-7.2	-0.4	2.1	-5.2	1.1	1.0	-2.9	1.3
CCCc1ccc(C(=O)NNC(=O)c2ccc(Br)cc2)cc1	2.7	-3.1	-18.6	0.4	6.7	1.7	2.1	0.3	1.2	12.2
CCOC(=O)c1sc(NC(=O)Cn2nnc3sc4c(c3c2=O)CCCC4)nc1C	21.5	-5.9	-1.0	-0.2	0.3	-2.7	1.6	1.1	-2.0	-18.7
O=C(O)CNC(=O)CC1S/C(=N/N=C2\CSC(=O)N2)NC1=O (stereo not given)	0.1	-0.4	-3.7	7.7	2.2	-1.0	-0.9	0.0	3.7	2.0
O=C(c1cc(Cl)cc(Cl)c1)N1CC[C@H]2[C@H](CCCN2Cc2ccc(F)cc2)C1	1.4	nt	-1.6	-4.4	1.7	-0.4	nt	-0.3	2.1	nt
COc1ccc(-c2nn(-c3ccccc3)cc2C(=O)N2CCN(S(=O)(=O)c3ccccc3C#N)CC2)cc1	1.1	13.2	-2.1	-3.0	-4.5	1.0	0.3	-0.3	-8.1	-7.7
O=S(=O)(c1ccc2ccccc2c1)N(CC1CO1)c1ccccc1 (stereo not given)	-1.4	-2.2	-7.2	2.1	-4.3	-1.0	1.4	0.0	-10.5	9.5
O=C(CC1OC(=O)c2ccccc21)Nc1ccccc1N1CCOCC1 (stereo not given)	-1.8	-5.1	-3.7	4.2	-5.9	-0.4	1.4	0.0	0.3	-0.3
COc1ccc(-c2cc3c(=O)n(CC(=O)NCCCN4CCC(N5CCCCC5)CC4)ncn3n2)cc1	-3.2	2.2	-3.0	-3.7	-3.5	-57.4	2.8	0.9	2.7	-6.0
CC(C)C(=O)Nc1nnc(SCC(=O)NCc2cccs2)s1	0.1	2.4	2.5	12.3	5.9	-1.0	-0.8	-0.1	3.0	-7.0
CCOCCOC(=O)C1=C(C)N(C)C(=O)NC1c1cc(Cl)c(O)c(OCC)c1 (stereo not given)	4.2	-7.8	-4.7	-5.3	-5.6	-3.2	-1.0	0.2	-2.4	2.1
O=C(Cc1ccccc1)NCCCNC(=O)Cc1ccccc1	1.1	-21.0	7.8	9.6	9.8	-16.2	3.3	0.8	4.6	-7.2
COc1cc2c(cc1NC(=O)CSc1nnc(COc3ccc(Cl)cc3)n1C)oc1ccccc12	4.0	6.4	-3.6	-3.6	-9.8	-1.5	1.1	0.3	-12.2	4.8
Cc1cccc(-c2nn(-c3ccccc3)cc2C(=O)NCC(c2cccs2)N2CCOCC2)c1 (stereo not given)	-0.2	0.8	4.4	-9.5	-6.7	-5.9	-2.3	-0.1	-4.0	-5.8
CCn1c(CCCCc2n[nH]c(=S)n2CC)n[nH]c1=S	-3.2	12.9	10.8	4.3	1.8	3.8	3.1	0.1	-0.4	-3.8
Cc1ccc(/C=N/Nc2nnc(Cc3ccccc3)c(=O)[nH]2)o1	3.7	0.2	4.7	6.1	-2.4	2.9	-0.3	-0.2	7.9	14.5
COCCNc1nc(Nc2ccccc2Cl)c2sc(-c3ccccc3)cc2n1	6.9	13.4	3.8	6.0	-6.2	-32.3	0.4	-4.5	-0.3	13.4
Cc1nc(C(F)(F)F)c(C(=O)NC(=O)Nc2ccccc2)s1	-1.8	5.7	-7.2	-2.5	1.9	-0.3	0.5	-0.4	3.4	3.7
O=C(Cc1ccccc1)NCC(=O)OCC(=O)c1ccc([N+](=O)[O-])cc1	2.9	-11.1	-3.0	-3.7	0.7	5.4	-1.0	-0.2	2.7	-18.7
C/C(=N\NS(=O)(=O)c1ccc([N+](=O)[O-])cc1)c1cccs1	1.8	0.5	8.1	0.2	4.6	0.9	-0.7	-0.1	2.5	-6.6
O=C(Cn1cc([N+](=O)[O-])cn1)Nc1nccs1	-3.4	3.0	2.5	3.9	-0.4	4.1	0.5	0.1	4.3	-0.5
O=C(O)CNS(=O)(=O)c1cc(Cl)c(Cl)cc1Cl	3.7	-7.2	6.1	-0.2	4.5	6.5	3.4	-0.4	-0.3	-9.8
Cc1ccccc1C(=O)NC1CCN(Cc2nnnn2C(C)(C)C)CC1	-2.7	14.1	8.4	-7.0	7.5	-9.6	1.4	-0.4	1.0	5.9
Cc1ccc2oc(C(=O)N3CCC(C(N)=O)(N4CCCCC4)CC3)c(C)c2c1	-3.1	7.2	3.2	9.7	6.0	-5.1	0.5	-0.3	0.6	0.6
Nc1c([N+](=O)[O-])cc2c3c(cccc13)CC2	5.9	-15.4	-9.5	1.4	-5.8	-4.1	nt	0.3	4.3	-6.7
COc1ccc(-c2cncc3nccn23)cc1OC	2.2	0.3	13.7	-7.7	0.1	-126.8	2.9	1.0	11.0	4.2
NC(=S)NN=C(c1ccccc1)c1ccccc1	2.8	-3.8	19.2*	-4.5	-4.1	15.2	-0.3	-0.4	2.1	-3.8
O=C(NCCCN1CCCC1)c1ccc(CS(=O)(=O)c2ccc(Cl)cc2)o1	1.3	3.7	0.5	1.8	-2.3	-0.1	-0.5	-0.6	2.4	9.2
Cc1cccc(S(=O)(=O)Nc2nc3ccccc3nc2NCc2ccco2)c1	44.0*	-7.8	-39.9	-1.4	6.2	-53.4	0.5	0.2	-2.7	-5.2

Shown with values under each structure: entries from further up
Screens in order – rCAG RNA binder | ARFGAP1 inhibitor | HGIII-sPLA2 inh | DDE Tn6 FP inh | NPR2 activator | ADAM10 inh | FXN GAA850 act | proKLK7 act | GC-A act | ASAP1 GAP inh
> Cc1cccc(S(=O)(=O)Nc2nc3ccccc3nc2NCc2ccco2)c1
 : 44.0* | -7.8 | -39.9 | -1.4 | 6.2 | -53.4 | 0.5 | 0.2 | -2.7 | -5.2
> NC(=S)NN=C(c1ccccc1)c1ccccc1
 : 2.8 | -3.8 | 19.2* | -4.5 | -4.1 | 15.2 | -0.3 | -0.4 | 2.1 | -3.8

Individual results from the entries so far:
`NC(=S)NN=C(c1ccccc1)c1ccccc1` in DDE Tn6 FP inh = -4.5
`CCOC(=O)c1sc(NC(=O)Cn2nnc3sc4c(c3c2=O)CCCC4)nc1C` in DDE Tn6 FP inh = -0.2

Screens: PubChem, several laboratories
